Assay outcomes deposited in PubChem by several laboratories.
Mtb BioA inh: BioA (M. tuberculosis) enzyme inhibition | purified M. tuberculosis BioA enzyme, plate reader | inhibition, % at 9.99 µM | hit rate 0.096% among 360,000; in the data active = inhibition above about 40%; inconclusive = no clear call, values can overlap the other calls
BoNT-A LC inh2: BoNT A light chain protease inhibition; multiplex microsphere protease substrate cleavage, flow cytometry; hit rate 0.17% among 360,000; inhibition, % at 10 µM; note: plate controls were buffer without enzyme for full effect and enzyme alone for no effect
PfHsp40 rescue: rescue of PfHsp40-mediated yeast toxicity. S. cerevisiae expressing PfHsp40, growth rescue, ATP luminescence. growth rescue, % at 12.5 µM. hit rate 0.68% among 340,000; in the data active = growth rescue above about 28%, passing the limit was not always enough; inconclusive = no clear call, values can overlap the other calls;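 note: yeast W303a lacking pdr1 and pdr3 grown in galactose medium; growth measured after three days at 30 °C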
FadD28 FP inh: inhibitors of Mycobacterium tuberculosis FadD28 bisubstrate binding. FadD28 bisubstrate probe binding, fluorescence polarization. inhibition, % at 12.5 µM. hit rate 0.22% among 360,000. AID 588549; in the data active = inhibition above about 8.5%, passing the limit was not always enough; inconclusive = no clear call, values can overlap the other calls
BoNT-F LC inh: inhibitors of Botulinum neurotoxin F light chain protease; Multiplex microsphere protease cleavage assay, flow cytometry; inhibition, % at 10 µM; hit rate 0.22% among 360,000; AID 588497; in the data active = inhibition above about 35%, passing the limit was not always enough; inconclusive = no clear call, values can overlap the other calls; note: plate controls were buffer without enzyme for full effect and enzyme alone for no effect
Mtb FBA inh: inhibitors of M. tuberculosis fructose-bisphosphate aldolase; P9WQA3; hit rate 2.3% among 360,000; inhibition, % at 1 µM; purified M. tuberculosis FBA, fluorescence read-out; AID 588726; in the data active = inhibition above about 27%;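 note: 0% = vehicle and 100% = reference inhibitor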
Target sequence (P9WQA3 whole entry, looked up): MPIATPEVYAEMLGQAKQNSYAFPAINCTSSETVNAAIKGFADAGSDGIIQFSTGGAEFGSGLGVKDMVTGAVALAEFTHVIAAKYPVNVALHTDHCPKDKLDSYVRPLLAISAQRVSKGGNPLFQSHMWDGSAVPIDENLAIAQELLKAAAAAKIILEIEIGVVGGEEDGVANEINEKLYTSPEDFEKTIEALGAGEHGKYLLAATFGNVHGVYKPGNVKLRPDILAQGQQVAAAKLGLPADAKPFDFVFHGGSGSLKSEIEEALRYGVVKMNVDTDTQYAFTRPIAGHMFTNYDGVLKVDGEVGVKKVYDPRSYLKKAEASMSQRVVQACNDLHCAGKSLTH
UGM FP inh: blocks M. tuberculosis UGM enzyme; P9WIQ1; purified UGM, fluorescence polarization probe displacement; inhibition, % at 10 µM; hit rate 0.06% among 320,000; AID 504406; in the data active = inhibition above about 10%, passing the limit was not always enough; inconclusive = no clear call, values can overlap the other calls
Target sequence (P9WIQ1 whole entry, looked up): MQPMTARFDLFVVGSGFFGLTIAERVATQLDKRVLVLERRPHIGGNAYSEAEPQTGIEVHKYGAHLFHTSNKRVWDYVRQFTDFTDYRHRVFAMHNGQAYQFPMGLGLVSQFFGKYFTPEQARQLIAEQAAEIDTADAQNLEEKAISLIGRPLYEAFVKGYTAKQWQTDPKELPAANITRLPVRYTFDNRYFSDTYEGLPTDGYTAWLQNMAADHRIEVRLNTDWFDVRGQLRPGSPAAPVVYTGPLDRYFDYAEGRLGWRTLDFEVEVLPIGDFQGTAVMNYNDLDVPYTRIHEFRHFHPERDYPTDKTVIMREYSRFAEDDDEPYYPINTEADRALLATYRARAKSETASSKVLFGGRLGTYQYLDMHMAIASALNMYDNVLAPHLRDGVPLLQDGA
Anthrax LF prot: blocks Bacillus anthracis lethal factor protease; multiplex microsphere protease cleavage assay, LF; hit rate 0.12% among 360,000; P15917; inhibition, % at 10 µM; note: plate controls were buffer without enzyme for full effect and enzyme alone for no effect
GDH-TPI counter: GDH-TPI coupled enzyme inhibition counter-screen | GDH-TPI coupled enzyme counterscreen, NADH absorbance | hit rate 1.2% among 360,000 | inhibition, % at 4.8 µM | AID 588335; in the data active = inhibition above about 30%;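 note: 0% = DMSO wells and 100% = wells lacking the enzyme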
* hit, by the source's call; u = inconclusive; x = not tested or not shown; + = active, no number; & = joins results of further samples. Cut-off read from the data, not from the text of the source, unless noted: active = inhibition above about 30%; inconclusive = no clear call, values can overlap the other calls; inactive = below that. An unsorted share of the library; overall some 4.7% were active at least once.

SMILES | Mtb BioA inh | BoNT-A LC inh2 | PfHsp40 rescue | FadD28 FP inh | BoNT-F LC inh | Mtb FBA inh | UGM FP inh | Anthrax LF prot | GDH-TPI counter
CCCCn1c(N)c(N(CC(C)C)C(=O)c2ccc(S(=O)(=O)N(CC)c3ccccc3)cc2)c(=O)[nH]c1=O | -1.2 | -1.9 | -0.3 | -1.3 | 14 | 1 | x | 4 | 3
C/C(Cc1ccccc1)=N\NC(=O)CNC(=O)c1cccc(Br)c1 | x | -0.5 | -0.8 | -1.1 | -3 | -2 | 2.9 | 1 | 1
CC(=O)c1c(C)n([O-])c2cc(F)c(F)cc2[n+]1=O | x | -0.2 | 0.5 | -1.1 | -4 | -2 | -2.7 | -5 | -3
O=C(NCC1OCCc2ccccc21)c1cc(COc2ccc(F)cc2Cl)on1 (configuration not stated) | x | 0.2 | -0.8 | -0.8 | -3 | -1 | 2.4 | -1 | 7
O=C(NC(c1ccccc1)c1ccc2ccccc2n1)C1CCN(Cc2cccc(C(F)(F)F)c2)CC1 (configuration not stated) | 0.4 | 0.0 | x | -0.9 | -2 | 1 | x | 0 | -2
COc1ccc(C(=O)c2c(C)c3cc(C)ccc3n2CC(O)CN2CCOCC2)cc1 (configuration not stated) | x | 1.3 | 0.3 | -2.9 | 2 | 1 | -1.3 | 0 | 16
Cc1nc2ccc(NC(=O)c3ccc(Cl)c(S(=O)(=O)N(C)c4ccccc4)c3)cc2s1 | -1.0 | 1.3 | 2.0 | 1.1 | -8 | 2 | -3.9 | -3 | 9
CCOc1ccc(OCc2ccc(C(=O)NC(C)(C)C)o2)cc1 | 0.5 | 0.9 | 3.0 | -2.4 | 11 | 4 | -0.3 | -20 | -2
Cc1cc(C)c2nc(NCCCNC(=S)NCCCN(C)C)c(C#N)cc2c1 | x | 22 | 0.9 | -6.7 | -17 | 58* | -3.9 | 3 | 1
O=C1NC(=O)C(c2ccccc2)(c2ccccc2)N1S(=O)(=O)c1ccccc1 | x | -0.1 | x | -3.6 | 2 | -1 | x | -1 | -11
O=C(CN1C(=O)CC(c2ccccc2)S(=O)(=O)c2ccccc21)N1CCCCC1 (configuration not stated) | x | 0.7 | 1.9 | -1.8 | 7 | -2 | -0.5 | 1 | -4
COc1ccc(C(C)NC(=O)C2CCN(CCCc3ccccc3)CC2)cc1OC (configuration not stated) | -1.6 | -0.2 | x | -4.0 | 1 | -5 | x | -3 | -4
Cc1cccc(NC(=O)C(=O)N/N=C/c2ccncc2)c1 | x | 0.4 | 0.3 | -1.0 | 0 | 3 | 1.0 | 0 | 17
CN(Cc1cnn(C)c1)C(=O)CC1C(=O)NCCN1Cc1cccc(Oc2ccccc2)c1 (configuration not stated) | -1.0 | 0.4 | 1.4 | 0.4 | 3 | 2 | -1.9 | 0 | 3
Cc1nc(N)nc(N)c1-c1ccc([N+](=O)[O-])cc1 | x | 0.3 | -0.7 | -2.2 | 0 | -4 | x | 2 | 6
COc1ccc2c(c1)OCC(O)(c1ccccc1)C2=O (configuration not stated) | -0.3 | 0.2 | -0.5 | -3.2 | -6 | -4 | x | -10 | 9
CN1CCN(c2nc(-c3ccc(C(C)(C)C)cc3)nc3ccccc23)CC1 | -1.3 | -0.5 | -1.8 | -2.2 | 14 | 4 | -0.3 | 7 | -3
Cc1ccc(NNC(=O)c2cc(C)on2)c(C)c1 | x | 0.9 | 0.2 | -3.5 | 4 | 1 | 2.9 | -9 | 2
Cc1nc2ccccc2c(=O)n1/N=C/c1ccccc1Cl | -1.9 | -1.7 | 0.8 | -3.2 | -5 | 0 | -2.2 | 4 | -10
O=C(CCOc1ccccc1)Nc1ccccc1 | x | 0.0 | -0.8 | -0.8 | 1 | 2 | -2.3 | -2 | -6
CCOC(=O)c1nn(-c2ccc(F)cc2)c(C)c1C(C)=O | 0.6 | 0.2 | -0.6 | 0.6 | -8 | -4 | 4.0 | -4 | -1
N#Cc1cc2ccccc2nc1SCC(=O)Nc1ccc(S(=O)(=O)N2CCCC2)cc1 | -1.9 | 0.6 | -0.6 | -5.4 | -7 | 0 | -3.0 | -1 | 12
CC(C)Oc1ccc(C2CC(=O)N(c3ccccc3)C2=O)cc1 (configuration not stated) | x | 0.2 | 0.7 | 1.5 | 6 | 1 | -0.8 | -1 | 4
O=C(O)CN1C(=O)/C(=C\c2cc(Br)ccc2OCc2ccc(F)cc2)SC1=S | 26 | 1.8 | 21 | -5.0 | 4 | -1 | 0.4 | 15 | 13
Cn1cccc1/C=C1\SC(=O)N(c2ccccc2)C1=O | -3.7 | 2.5 | -1.0 | 1.3 | 16 | 3 | -3.0 | 12 | 4
O=C(c1ccccc1)c1ccc(N2CCN(C(=O)c3ccc(F)cc3F)CC2)c(F)c1 | -0.8 | 0.0 | x | -3.3 | 6 | -2 | x | 1 | 7
c1ccc(N=C(c2cccs2)N2CCOCC2)cc1 | -1.8 | 0.6 | 1.4 | -2.8 | 2 | 0 | -0.2 | 2 | -2
O=C(COC(=O)c1ccc(Cl)c(S(=O)(=O)NCc2ccccc2)c1)NCC1CCCO1 (configuration not stated) | -1.3 | -0.8 | -1.6 | -4.1 | 4 | -9 | 0.8 | -3 | -1
CC1=Nn2c(nc(-c3ccccc3)c2-c2ccccc2)N(CC(N)=O)C(=O)C1 | -1.7 | 0.9 | -1.1 | -5.1 | 24 | 0 | -0.4 | -2 | 2
CCN(Cc1nc2ccccc2c(=O)[nH]1)C(=O)COc1ccccc1-c1ccccc1 | -1.4 | 0.1 | 5.2 | -1.6 | 0 | 2 | -1.2 | 4 | 7

Reformatted as a markdown table: part of the list above
| mol | Mtb BioA inh | BoNT-A LC inh2 | PfHsp40 rescue | FadD28 FP inh | BoNT-F LC inh | Mtb FBA inh | UGM FP inh | Anthrax LF prot | GDH-TPI counter |
| --- | --- | --- | --- | --- | --- | --- | --- | --- | --- |
| c1ccc(N=C(c2cccs2)N2CCOCC2)cc1 | -1.8 | 0.6 | 1.4 | -2.8 | 2 | 0 | -0.2 | 2 | -2 |
| O=C(COC(=O)c1ccc(Cl)c(S(=O)(=O)NCc2ccccc2)c1)NCC1CCCO1 (configuration not stated) | -1.3 | -0.8 | -1.6 | -4.1 | 4 | -9 | 0.8 | -3 | -1 |

The list goes on:
SMILES | Mtb BioA inh | BoNT-A LC inh2 | PfHsp40 rescue | FadD28 FP inh | BoNT-F LC inh | Mtb FBA inh | UGM FP inh | Anthrax LF prot | GDH-TPI counter
CCOC1=C2CN(S(=O)(=O)c3ccc(C)cc3)[C@H](c3cccs3)C[C@H]2n2c(=O)n(-c3ccccc3)c(=O)n2C1 | -3.6 | 0.5 | x | -0.9 | 3 | 1 | x | 9 | x
NC(=O)Cn1c(=O)n(CCCC(=O)NC2CCN(Cc3ccccc3)CC2)c(=O)c2ccccc21 | -1.8 | 0.7 | -1.9 | -0.3 | -6 | 2 | 0.6 | -2 | 6
CSc1ccc(C2(O)Cc3cccc[n+]3C2c2ccccc2)cc1 (configuration not stated) | 0.1 | -2.9 | -1.0 | -4.3 | u | 3 | -2.1 | 4 | 6
O=C(CSc1nnc(-c2ccccc2)n1Cc1ccco1)Nc1ccc(S(=O)(=O)N2CCCC2)cc1 | -0.7 | -0.1 | -0.4 | -0.8 | -1 | 3 | 5.0 | -7 | -2
O=C(O)/C=C/c1cccc(NC(=O)c2ccccc2)c1 | -1.3 | -0.1 | -1.9 | -1.5 | 7 | 5 | -3.7 | 2 | -8
CC(=O)OC[C@@H]1CN(Cc2ccccc2)C[C@H](n2cnc3c(N4CCCC4)ncnc32)O1 | -1.3 | -0.4 | x | -0.8 | -5 | -3 | x | -2 | 3
Cc1nnc(Oc2ccccc2)c2ccccc12 | 1.3 | 0.9 | 1.4 | -3.2 | -22 | 2 | -1.8 | -2 | 9
CCn1c(=O)c(-[n+]2ccccc2)c(O)c2ccccc21 | 0.5 | -0.1 | -0.8 | -2.9 | 3 | 1 | -0.5 | -2 | 2
N#CC(C#N)=Cc1cc2ccccc2nc1N1CCOCC1 | -3.2 | 0.4 | 0.3 | -0.2 | -4 | -1 | -0.8 | 1 | 7
O=S(=O)(c1ccc(NC(=S)N/N=C/c2cccc(Oc3ccccc3)c2)cc1)N1CCOCC1 | x | -0.8 | -1.5 | -0.8 | -4 | 2 | -0.9 | -1 | 18
C=CCN=C1CC(C)(C)CC(=O)/C1=C(/O)CCC(=O)OC | -0.2 | 0.0 | -0.2 | -3.0 | 2 | -3 | 3.2 | -6 | -6
CCc1ccc(N2C(=O)CC(N3CCN(c4ccccn4)CC3)C2=O)cc1 (configuration not stated) | 1.1 | u | 0.7 | -0.3 | u | 1 | -0.5 | -12 | -1
CCS(=O)(=O)N1CCCC(C(=O)NC2CCCC2)C1 (configuration not stated) | -2.2 | 0.9 | -0.3 | -0.7 | -2 | -1 | -2.1 | 0 | -1
CCNc1oc(-c2cccc3ccccc23)nc1C#N | 1.5 | -0.7 | -0.6 | 0.7 | -4 | + | 0.2 | -8 | 30
Cc1cnc(SCc2cnc(C)nc2N)nc1 | -0.5 | -0.1 | 1.3 | -2.3 | 1 | 1 | -0.3 | -5 | -6
CN(CC(=O)Nc1ccccc1Cl)C(=O)COC(=O)Cc1c(F)cccc1Cl | 0.2 | -2.0 | -1.4 | -3.6 | -2 | -4 | -1.1 | 2 | -6
C=CCNc1nc(NCCCN2CCCC2=O)c2sc(-c3ccccc3)cc2n1 | 1.9 | 1.2 | x | -18 | -7 | 12 | x | -5 | 21
CCc1cccc(NS(=O)(=O)c2ccc3c(c2)n(C)c(=O)n3C)c1 | -0.4 | -0.3 | 0.1 | -1.0 | u | 3 | 4.1 | 0 | -4
COc1cccc(OCc2cc(C(=O)N(C)C3CC(C)(C)NC(C)(C)C3)no2)c1 | 2.3 | 0.1 | 1.1 | -2.8 | -1 | 0 | 0.5 | 0 | 0
COc1ccccc1N(CC(=O)Nc1ccc(S(=O)(=O)N2CCOCC2)cc1)S(C)(=O)=O | -0.4 | -2.8 | 0.9 | -2.5 | -4 | 5 | 1.0 | 6 | -1
COc1ccc(C(=O)O)cc1Nc1cc(C)nc2ncnn12 | 1.3 | -1.3 | 0.2 | 1.1 | -10 | 2 | 0.7 | -8 | 8
CCOc1ccc(N(CC(=O)NCCSCc2ccc(Cl)cc2)S(C)(=O)=O)cc1 | -1.4 | x | 0.0 | -0.8 | x | 1 | 1.6 | x | -1
CC(SC1=NCCN1S(C)(=O)=O)c1ccccc1 (configuration not stated) | -0.5 | 0.4 | -1.1 | -1.7 | 3 | 2 | 0.5 | -1 | 0
O=[N+]([O-])c1ccc(N2CCCC2)cc1NC(c1ccccc1)c1ccccc1 | 0.0 | -1.4 | -1.7 | -1.7 | -27 | -3 | -1.4 | 0 | 2
C/C(=N\NC(=O)c1nnn(-c2nonc2N)c1CN1CCCCC1)c1ccccc1O | 1.4 | 0.7 | 2.0 | -2.9 | -11 | -2 | -2.0 | 4 | -2
O=C(Nc1nccs1)C1C2/C=C\CCCCC21 (configuration not stated) | -1.9 | -0.7 | -0.3 | -0.2 | -5 | 1 | 0.8 | -2 | 7
CCc1cccc(C)c1NC(=O)CCOc1ccccc1 | -0.2 | 1.2 | -0.7 | -3.0 | 15 | -3 | -2.9 | -20 | -17
COCc1ccc(CN2CCC(C(=O)Nc3cccc(-c4cccc(Cl)c4)c3)CC2)o1 | -0.9 | -2.5 | 0.3 | -0.5 | -11 | 3 | 0.2 | 2 | 0
COc1cc(C(C[N+](=O)[O-])c2c(-c3ccccc3)cc3ccccn23)cc(OC)c1OC (configuration not stated) | -2.0 | 2.3 | 0.2 | -0.5 | -8 | 4 | 1.4 | -8 | 13
CCOc1cc(/C=N/NC(N)=O)cc(Br)c1OCC(=O)Nc1ccccc1C | -0.7 | 0.0 | 0.9 | -5.5 | 4 | 2 | -0.7 | -2 | 5
COc1cccc(CCNC(=O)CCc2nnc(-c3ccc4c(c3)OCO4)o2)c1 | 0.2 | -1.2 | -0.9 | -2.9 | -1 | 2 | 2.0 | 1 | -9
COc1ccc(NC(=O)N(C)C[C@@H]2Oc3cc(Br)ccc3S(=O)(=O)N([C@H](C)CO)C[C@H]2C)cc1 | 7.3&17 | -1.5 | x | -2.1 | -8 | -1 | x | 5 | -8
